TEAD-YAP block: TEAD-YAP interaction inhibition, primary screen, TEAD-YAP interaction inhibitor project, luminescence, HEK-TIYL cells; TEAD-Gal4/YAP UAS-luciferase luminescence; inhibition, % at 9.12 µM; 1.4% of 640,000 active; AID 1259422, 2018; in the data active = inhibition above about 32%;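 note: 0% = median of test compound wells and 100% = reference inhibitor wells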
FBW7 act: FBW7 E3 ligase activators, primary screen, biochemical, AlphaScreen, human; F-box/WD repeat-containing protein 7 (Homo sapiens), Q969H0; AlphaScreen FBW7–phospho-cyclin E peptide binding, activator screen; normalized activity (activation), % at 26.1 µM; 0.13% of 650,000 active; AID 1259310, 2017; in the data active = normalized activity above about 1.9%;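 note: purified mutant Fbw7 with reduced substrate affinity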
Target sequence (Q969H0 whole entry, looked up): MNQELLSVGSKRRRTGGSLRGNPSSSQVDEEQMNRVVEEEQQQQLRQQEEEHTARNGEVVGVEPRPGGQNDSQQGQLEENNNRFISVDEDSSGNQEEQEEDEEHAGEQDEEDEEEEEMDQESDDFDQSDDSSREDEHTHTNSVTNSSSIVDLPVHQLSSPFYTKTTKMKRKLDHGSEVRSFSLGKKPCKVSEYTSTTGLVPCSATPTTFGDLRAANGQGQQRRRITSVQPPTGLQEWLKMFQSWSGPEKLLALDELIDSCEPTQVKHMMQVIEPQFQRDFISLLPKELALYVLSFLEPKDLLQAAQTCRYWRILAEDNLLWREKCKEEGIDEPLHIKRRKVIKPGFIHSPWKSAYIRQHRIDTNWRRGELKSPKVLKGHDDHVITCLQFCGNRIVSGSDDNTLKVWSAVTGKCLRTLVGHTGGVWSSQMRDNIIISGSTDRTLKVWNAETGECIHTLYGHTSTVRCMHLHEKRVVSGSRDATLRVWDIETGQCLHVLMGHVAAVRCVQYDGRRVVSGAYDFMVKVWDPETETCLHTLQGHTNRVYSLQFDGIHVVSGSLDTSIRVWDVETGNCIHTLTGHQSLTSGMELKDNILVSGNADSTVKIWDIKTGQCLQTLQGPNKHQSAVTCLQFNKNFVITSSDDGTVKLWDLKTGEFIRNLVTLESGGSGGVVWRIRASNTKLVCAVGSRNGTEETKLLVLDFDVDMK
GPR151 activ: activators of human GPR151, primary screen, cell-based, PathHunter beta-arrestin, luminescence | G-protein coupled receptor 151 (Homo sapiens), Q8TDV0 | PathHunter beta-arrestin GPR151 cells | activation, % at 11.2 µM | 1% of 650,000 active; in the data active = activation above about 4.9%;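 note: 0% = median of compound wells and 100% = cells with positive control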
MITF primary: MITF inhibitors, primary screen, biochemical, AlphaScreen, human. inhibition, % at 2.6 µM. 0.91% of 650,000 active. Microphthalmia-associated transcription factor (Homo sapiens), O75030. AlphaScreen MITF homodimerization, bead proximity signal; in the data active = inhibition above about 50%;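 note: 0% = vehicle wells with protein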
* hit, by the source's call.

structure	TEAD-YAP block	FBW7 act	GPR151 activ	MITF primary
CC(C)(C)NC(=O)c1ccc2c(c1)N(CC(=O)Nc1cccc(Cl)c1)C(=O)C(C)(C)O2	-4	-0.1	0.4	-5
COc1cccc(-c2nc3n(n2)C(c2cccnc2)C(C(=O)Nc2ccccc2OC)=C(C)N3)c1 (stereo not drawn)	9	-0.1	-0.9	0
Cc1ccc(CCN2C(=O)C3C(C(=O)Nc4ccc(Br)cc4)C4C=CC3(O4)C2C(=O)NC2CCCCC2)cc1 (stereo not drawn)	8	0.0	-1.6	8
CCCOc1ccc(OCC(=O)c2[nH]c(C)c(C(C)=O)c2C)cc1	30	0.1	0.1	15
C=C(C)C(C)(C#CCN1CCCCC1)OC(C)=O (stereo not drawn)	1	0.0	0.0	-17
CC(NC(=O)C1CC1)c1nnc2n1CCN(Cc1cc(F)cc(F)c1)CC2 (stereo not drawn)	6	0.4	0.4	-3
CCOC(=O)c1c(NC(=O)CSc2n[nH]c(N)n2)sc2c1CCCC2	7	0.3	2.4	9
CCn1cc(CN2CCC(n3nccc3NC(=O)CCCc3ccccc3)CC2)cn1	4	-0.1	-1.3	1
CCc1cc2c(cc3c(=O)n(CC(=O)N(CC)Cc4ccccc4)ncn32)s1	2	-0.1	0.9	71*
O=C(N/N=C/c1ccccc1)c1cc[n+]([O-])cc1	-8	-0.2	-1.0	-2
Cc1c(C(=O)Nc2ccc3c(c2)OCCO3)sc2ncn(CC(=O)N3CC(C)CC(C)C3)c(=O)c12 (stereo not drawn)	-7	0.1	-0.8	-12
CC(=O)c1ccc(NC(=O)Cn2cnc3ccccc3c2=O)cc1	4	0.0	-0.3	7
COc1ccc(CC2(CCC(=O)N(C)Cc3nc(-c4ccccc4)no3)CCC(=O)N2)cc1 (stereo not drawn)	13	0.5	-1.2	9
Cc1cccc(-n2cc(-c3ccc(Cl)c(Cl)c3)[nH]c2=S)c1	-5	-0.2	1.2	11
O=C(CSc1nnc2c(n1)[nH]c1ccc(S(=O)(=O)N3CCCCC3)cc12)Nc1ccccc1C(F)(F)F	-2	0.0	-1.4	8
CC(c1ccccc1)N1C(=O)C2C(C(=O)Nc3ccc(Oc4ccccc4)cc3)C3C=CC2(O3)C1C(=O)NC1CCCCC1 (stereo not drawn)	4	0.2	1.0	0
COc1ccc2cc(C(c3nnnn3C3CCCCC3)N3CCCC3)c3nnnn3c2c1 (stereo not drawn)	-14	0.0	-0.7	-3
O=C(Nc1c2c(nn1-c1ccc([N+](=O)[O-])cc1)CSC2)c1ccc(Br)cc1	6	0.0	1.1	7
Cn1c(CCN2CCCCC2)nc2cc([N+](=O)[O-])ccc21	-1	0.0	-1.5	-8
CC(C)(C)P(=NC(=S)NCc1ccccc1)(N1CCOCC1)N1CCOCC1	-8	0.0	1.5	1
CC(C)C1CCC(Nc2ncc(-c3cccc(C(=O)N(C)C)c3)n3ccnc23)CC1 (stereo not drawn)	29	0.2	-0.9	16
O=[N+]([O-])c1ccc(-c2ccc(-c3[nH]c(-c4c[nH]c5ccccc45)nc3-c3ccccc3)cc2)cc1	6	0.2	-1.1	13
CCn1c(SCC(=O)NNC(=O)c2ccccn2)nnc1-c1cccs1	9	-1.0	-0.3	24
Cc1ccc(-n2c(=S)sc3c(=O)n(-c4ccccc4)c(SCC(=O)N4CCCC4)nc32)cc1C	3	-0.1	0.1	-8
CC(=O)Nc1cc(C)c(N(C)S(=O)(=O)c2ccc(C)cc2)c(C)c1	-10	-0.1	0.0	-6
CCCCN(CCCC)S(=O)(=O)c1ccc2c(c1)oc(=O)n2CC(=O)OCC	-7	-0.1	-0.3	-11
CCC1CCCCN1C(=O)CSc1nc(N)cc(=O)[nH]1 (stereo not drawn)	-6	0.1	2.0	-8
COc1cccc(-c2nn(-c3ccccc3)cc2C(=O)N(C)C)c1	-2	0.1	0.9	3
CCc1ccc(C2=C/C(=C/c3ccc(C)o3)C(=O)O2)cc1	9	0.2	-0.4	25
O=C(NCc1ccccn1)C1CCN(C2CCN(C(=O)C3=CCCC3)CC2)CC1	4	-0.1	2.6	0

An excerpt of these results, with two lines to a compound.
Under each structure – TEAD-YAP block, FBW7 act, GPR151 activ, MITF primary
CCOC(=O)c1c(NC(=O)CSc2n[nH]c(N)n2)sc2c1CCCC2
    7, 0.3, 2.4, 9
CCn1cc(CN2CCC(n3nccc3NC(=O)CCCc3ccccc3)CC2)cn1
    4, -0.1, -1.3, 1
CCc1cc2c(cc3c(=O)n(CC(=O)N(CC)Cc4ccccc4)ncn32)s1
    2, -0.1, 0.9, 71*
O=C(N/N=C/c1ccccc1)c1cc[n+]([O-])cc1
    -8, -0.2, -1.0, -2
Cc1c(C(=O)Nc2ccc3c(c2)OCCO3)sc2ncn(CC(=O)N3CC(C)CC(C)C3)c(=O)c12 (stereo not drawn)
    -7, 0.1, -0.8, -12

(next part)
structure	TEAD-YAP block	FBW7 act	GPR151 activ	MITF primary
Cc1ccc(S(=O)(=O)c2nc(-c3cccs3)oc2SCC(N)=O)cc1	-3	-0.1	3.2	11
COc1ccc(S(=O)(=O)n2c(SCC(=O)Nc3ccc(C(C)C)cc3)nc3ccc(OC)cc32)cc1	7	0.2	-0.3	-3
CC(=O)C1=C(C)NC(SCC(N)=O)=C(C#N)C1c1ccco1 (stereo not drawn)	1	0.8	-0.7	18
CCSc1nnc(NC(=O)CC(C)(C)C)s1	-26	0.3	-0.2	-15
Cc1cc(C)nc(/N=C(\N)Nc2ccc(OCc3ccccc3)cc2)n1	9	-0.2	2.5	13
Cc1cc(C)c(OCC(=O)Nc2ccc(NC(=O)c3cccs3)cc2)c(Cl)c1	-5	-0.2	0.5	4
O=C(Nc1nc(-c2ccc([N+](=O)[O-])cc2)cs1)c1cccs1	-11	-0.1	0.3	-11
CC(=O)OC(C(=O)NCc1ccco1)c1ccncc1 (stereo not drawn)	-5	-0.2	11*	-3
CCCNC(=O)CCNC(=O)c1ccc(Br)o1	-28	0.0	-0.1	5
CCN(CC)S(=O)(=O)c1ccc(NC(=O)CCCC(=O)Nc2ccc(S(=O)(=O)N(CC)CC)cc2)cc1	-4	-0.2	-0.9	-15
Nc1cccc(C(=O)CC2(O)C(=O)N(CCc3ccccc3)c3ccccc32)c1 (stereo not drawn)	2	-0.2	1.7	-3
Cc1cc(NC(=O)CN2CCOCC2)on1	0	0.1	0.2	4
COc1cccc(C2C(C(=O)Nc3ccccc3)=C(C)N=c3s/c(=C/c4c[nH]c5ccccc45)c(=O)n32)c1 (stereo not drawn)	2	-0.1	1.2	5
CCOCCn1c(=O)c2c(nc3n2CCCN3c2ccc(Br)cc2)n(C)c1=O	8	0.0	0.3	-3
Cc1n[nH]c(C)c1CCN(C)C(=O)Cn1nnnc1CN1CCCCCC1	3	0.4	-0.2	14
CCCNc1nc(Cl)nc2c1ncn2C(C)C	-17	0.2	-1.0	-3
O=C(COC(=O)c1ccc(Br)o1)c1ccc(Cl)cc1	-2	0.0	0.2	0
Cc1ccccc1NC(=O)c1cccc(N2C(=O)c3cccc([N+](=O)[O-])c3C2=O)c1	4	0.1	-0.7	17
CC(C)NC(=O)CCCc1cn(C)c2ccccc12	-6	0.6	-0.1	3
COc1ccccc1C1C(C(=O)OC(C)C)=C(C)NC2=C1C(=O)CC(c1cccs1)C2 (stereo not drawn)	5	0.7	-0.4	4
O=C(/C=C/c1ccccc1)Nc1cc2c(ccc3ccccc32)oc1=O	3	0.1	-1.7	8
CCCCCCc1nnc(NC(=O)CCc2ccccc2)s1	-6	0.1	-0.1	18
CCOc1ccc(/C=C(\NC(=O)c2ccccc2)C(=O)N(C)C)c2ccccc12	-7	0.4	0.2	12
CC(CN1CCOCC1)C(=O)N1CCC2(CC1)NC(=O)c1cccnc1N2C (stereo not drawn)	-2	-0.1	0.3	0
COc1ccc(Cc2noc(-c3cccc([N+](=O)[O-])c3)n2)cc1OC	-2	0.4	0.3	22
COc1ccccc1N1CCN(C(=O)c2ccc(N(Cc3ccccc3Cl)S(C)(=O)=O)cc2)CC1	-11	-0.1	1.2	8
O=C(CCC1CCCC1)Nc1cccn(Cc2cccc(C(F)(F)F)c2)c1=O	-4	-0.1	0.0	-5
COc1ccc(CNC(=O)c2onc(C)c2Cl)cc1	-4	-0.1	0.6	0
COC(=O)c1ccc(NC(=O)c2sc3nc(-c4cccc([N+](=O)[O-])c4)cn3c2C)cc1	-8	0.2	0.7	-10
COc1cc(NS(=O)(=O)c2ccc(NC(=O)c3csc(C)c3)cc2)nc(OC)n1	5	0.0	0.6	-8

Next part, starting with the last 2 of the part before.
structure	TEAD-YAP block	FBW7 act	GPR151 activ	MITF primary
COC(=O)c1ccc(NC(=O)c2sc3nc(-c4cccc([N+](=O)[O-])c4)cn3c2C)cc1	-8	0.2	0.7	-10
COc1cc(NS(=O)(=O)c2ccc(NC(=O)c3csc(C)c3)cc2)nc(OC)n1	5	0.0	0.6	-8
CCOc1ccccc1C(=O)n1nc(N)c2cc3ccc(OC)cc3nc21	12	0.1	-1.4	-4
O=C(N/N=C\c1ccc(O)cc1)c1cccc(Br)c1	-17	0.0	-3.1	-4
O=C(CCC(=O)Nc1cc(C(F)(F)F)ccc1Cl)N/N=C\c1ccccc1	10	0.1	3.2	4
CCc1cccc(CC)c1NC(=O)c1cc(S(=O)(=O)N2CCCCCC2)ccc1F	-10	0.7	-0.8	19
O=C(Cn1cncn1)c1ccc(Br)cc1	1	-0.2	0.9	-6
CN(C)CCNC(=O)c1ccc2c(c1)OCO2	-2	0.1	0.5	11
O=C(CCN1C(=O)c2ccccc2C1=O)NCc1ccco1	16	1.5	-0.6	16
COc1ccc(NC(=O)c2ccc(C)cc2Cl)c(OC)c1	-57	0.0	-0.4	-3
Cc1cc(C)nc(SCC(=O)NNC(=O)COc2ccc3c(C)cc(=O)oc3c2)n1	27	-0.3	2.2	-12
CCC(C)C(NC(=O)C(C)NC(=O)CNC(=O)OC(C)(C)C)C(N)=O (stereo not drawn)	-4	0.0	2.6	-14
CCOc1cc(C2=NS(=O)(=O)c3ccccc3N2)cc(OCC)c1OCC	3	0.1	-0.3	-16
Nc1c(C(=O)O)[nH]c(=O)[nH]c1=O	4	0.1	5.1*	18
O=C(NCc1ccc(Cl)c(Cl)c1)c1ccc2c(c1)OCO2	15	0.7	0.0	15
COc1cccc(NC(=O)COc2cccc(Cl)c2)c1	-2	0.0	-1.5	6
COCC(=O)NNC(=O)Nc1ccc(F)c(Cl)c1	7	0.1	-0.3	13
COc1ccc(OC)c(C2C(C#N)=C(N)Oc3n[nH]c(C(C)(C)C)c32)c1 (stereo not drawn)	6	0.1	-1.0	-8
CCn1c(SCC(=O)NC(=O)Nc2ccc3c(c2)OCCO3)nnc1-c1cccs1	-4	0.0	0.4	-1
O=C(c1cc2nc(-c3ccccc3)cc(C(F)(F)F)n2n1)N1CCCc2ccccc21	6	-0.2	1.0	-11
CCN(Cc1ccccc1)C(=O)C1CCN(Cc2ccccc2OC)CC1	2	0.3	-2.7	42
COc1ccc(-n2nc3c(c2NC(=O)c2ccccc2Br)CS(=O)(=O)C3)cc1	0	0.1	0.3	12
CC(C)(C)OC(=O)N1CC=C2C(C#N)=C(N)C(C#N)(C#N)C(c3cccc(Cl)c3)C2C1 (stereo not drawn)	-4	0.9	-0.2	13
Cc1ccc(S(=O)(=O)c2cn(CC(=O)Nc3ccccc3)c3ccccc3c2=O)cc1C	4	0.0	1.3	-9
Fc1ccc(C2CC(c3ccccc3Cl)Nc3ncnn32)cc1 (stereo not drawn)	-9	-0.1	3.3	6
CC(/C=C/c1ccccc1)=N\Nc1nc2ccccc2[nH]1	5	0.2	-0.7	6
COc1ccc(C(N)c2nccn2C)cc1 (stereo not drawn)	-2	-0.2	0.1	38
O=C(CCSCc1ccc(Cl)cc1)NCc1ccco1	-7	0.0	-0.9	1
CCOC(=O)c1c(-c2ccc(OC)cc2)oc2ccc(OCC=C(C)C)cc12	4	0.2	-0.6	-7
Cc1cccc(N(C)S(=O)(=O)c2c(C)nn(C)c2C)c1	-8	0.8	0.1	3
Nc1ncnc(Nc2ccc(F)c(Cl)c2)c1[N+](=O)[O-]	-4	0.0	-0.4	0
COc1ccccc1C(=O)Nc1ccnn1C1CCN(Cc2ccc(C)cc2)CC1	15	-0.1	0.6	4
CCN(CCN(C)C)C(=O)C1CC(=O)c2sc(NC(=O)c3cccs3)nc2C1 (stereo not drawn)	-1	0.1	0.1	7
CCC1C(=O)C(C)(C)C(=O)OC1c1ccc(Cl)cc1 (stereo not drawn)	-2	0.1	0.4	-14
Cc1[nH]nc2c1C(c1ccc(Cl)c(Cl)c1)C(C#N)=C(N)O2 (stereo not drawn)	-1	-0.1	-0.2	9
Cc1ccc(NS(=O)(=O)c2cc(C(=O)N(C)C)ccc2C)cc1C	10	-0.1	-0.5	-3
Oc1ccc(-c2cnn3c(NCc4cccs4)ccnc23)cc1	82*	0.0	-1.4	-29
O=C(Nc1ccc(Cl)c(Cl)c1)c1ccc(F)c(S(=O)(=O)N2CCCc3ccccc32)c1	49*	0.0	-0.6	-8
